Bim-Bcl-XL: inhibitors of Bim-Bcl-XL binding, primary screen, biochemical, multiplexed, bead flow cytometry, human Bcl-XL; Bcl-2-like protein 1 (Homo sapiens), Q07817; Bim peptide-Bcl-XL binding, fluorescence; inhibition, % at 10 µM; hit rate 0.04% among 190,000
Mcl1-Bid inh: Mcl-1/Bid binding inhibitors, primary screen, biochemical, TR-FRET, 1536-well. Induced myeloid leukemia cell differentiation protein Mcl-1 (Homo sapiens), Q07820. TR-FRET Mcl-1/Bid-Dy647 peptide binding. inhibition, % at 21.7 µM. hit rate 0.97% among 220,000. AID 1021, 2008;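 active means compounds that cut the binding signal by more than half at the single screening dose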;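 further: His-tagged Mcl-1 with europium anti-His antibody binding Bid BH3 peptide; 0% = Mcl-1 plus peptide wells and 100% = peptide-only wells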
Target sequence (Q07820 whole entry, looked up): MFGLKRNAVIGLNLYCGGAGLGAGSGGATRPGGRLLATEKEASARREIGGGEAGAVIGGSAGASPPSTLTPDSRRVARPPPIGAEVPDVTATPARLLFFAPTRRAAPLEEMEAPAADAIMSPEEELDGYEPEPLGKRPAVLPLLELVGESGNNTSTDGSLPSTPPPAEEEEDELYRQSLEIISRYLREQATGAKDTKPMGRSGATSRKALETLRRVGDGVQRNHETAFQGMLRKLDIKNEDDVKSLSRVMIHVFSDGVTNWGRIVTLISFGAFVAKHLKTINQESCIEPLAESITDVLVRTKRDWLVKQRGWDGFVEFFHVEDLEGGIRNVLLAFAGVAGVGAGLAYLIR
RGS8-Gao reg: RGS8-Galphao binding modulators, primary screen, biochemical, multiplexed bead flow cytometry; AID 1423, 2008; hit rate 0.34% among 220,000; actives lie on both sides; Guanine nucleotide-binding protein G(o) subunit alpha (Homo sapiens), P09471; response (percent of control binding), % at 10 µM; in the data active means response below about 60% or above about 140%; inactive means in between;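 further: Galphao activated as the GDP aluminium fluoride complex binding bead-coupled RGS8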
Bfl-1 Bim block: inhibitors of Bim binding to Bfl-1, primary screen, biochemical, multiplexed, bead-based flow cytometry. Bcl-2-related protein A1 (Homo sapiens), Q16548. Bim-Bfl-1 binding inhibition. inhibition, % at 10 µM. hit rate 0.12% among 190,000. AID 1008, 2008;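 further: 0% = wells without compound plus tracer and 100% = blocker peptide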
RGS4-Gao reg: modulators of RGS4 binding to Galphao, primary screen, biochemical, multiplexed bead flow cytometry | Guanine nucleotide-binding protein G(o) subunit alpha (Homo sapiens), P09471 | actives lie on both sides | binding response (% of control), % at 10 µM | hit rate 0.33% among 220,000 | AID 1415, 2008; in the data active means binding response below about 49% or above about 150%; inactive means in between;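 further: fluorescent Galphao activated with aluminum fluoride binding bead-coupled RGS4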
GSH fluor: compound fluorescence on glutathione beads, profiling panel, artefact control, biophysical, 488/530 nm, flow cytometry. GSH beads flow cytometry, compound fluorescence 488/530 nm; active compounds read high. AID 1776, 2009. hit rate 0.25% among 190,000. fluorescence (KMESF) at 10 µM; in the data active means fluorescence above about 89;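 further: glutathione beads carrying GST-tagged Bcl family fusion proteins plus one bare bead set; values are compound well signal with DMSO vehicle wells as background; inactives centre near 16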
RGS7-Gao: RGS7-Galphao binding modulators, primary screen, biochemical, multiplexed bead flow cytometry | Guanine nucleotide-binding protein G(o) subunit alpha (Homo sapiens), P09471 | actives lie on both sides | binding response (% of control), % at 10 µM | hit rate 0.35% among 220,000 | AID 1439, 2008; in the data active means binding response below about 49% or above about 150%; inconclusive means no clear call, values can overlap the other calls; inactive means in between;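 further: fluorescent Galphao held in activated GDP-AlF4 state binding bead-coupled RGS7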
Bim-Bcl-2: inhibitors of Bim-Bcl-2 binding, primary screen, biochemical, multiplexed, human Bcl-2 family; inhibition, % at 10 µM; Apoptosis regulator Bcl-2 (Homo sapiens), P10415; hit rate 0.06% among 190,000; Bead-based flow cytometry, Bim peptide-Bcl-2 binding; AID 950, 2007; in the data active means inhibition above about 40%; inconclusive means no clear call, values can overlap the other calls;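 further: 0% = no compound wells with probe peptide and 100% = reference peptide inhibitor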
Bcl-W Bim block: inhibitors of Bim binding to Bcl-W, primary screen, biochemical, multiplexed, bead-based flow cytometry; Bim peptide-Bcl-W binding; Bcl-2-like protein 2 (Homo sapiens), Q92843; AID 952, 2007; hit rate 0.02% among 190,000; inhibition, % at 10 µM;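 further: 0% = bound tracer without compound and 100% = peptide blocker; higher means less fluorescent Bim peptide bound to Bcl-W beads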
Target sequence (Q92843 whole entry, looked up): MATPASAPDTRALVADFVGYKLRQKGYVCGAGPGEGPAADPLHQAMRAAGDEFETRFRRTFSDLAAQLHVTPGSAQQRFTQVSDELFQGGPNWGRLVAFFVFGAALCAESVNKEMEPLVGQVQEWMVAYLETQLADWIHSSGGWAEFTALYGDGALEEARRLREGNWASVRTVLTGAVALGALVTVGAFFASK
Mcl-1 Bim block: inhibitors of Bim peptide binding to Mcl-1, primary screen, biochemical, bead-based flow cytometry, multiplex; inhibition, % at 10 µM; Bim peptide-Mcl-1 binding; hit rate 0.1% among 190,000;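 further: 0% = no compound tracer wells and 100% = peptide blocker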
Bim-Bcl-B: inhibitors of Bim-Bcl-B binding, primary screen, biochemical, multiplexed, human Bcl-2 family; Bcl-2-like protein 10 (Homo sapiens), Q9HD36; bead-based flow cytometry, Bim peptide-Bcl-B binding; inhibition, % at 10 µM; hit rate 0.073% among 190,000;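 further: 0% = tracer peptide without compound and 100% = reference inhibitor peptide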
Target sequence (Q9HD36 whole entry, looked up): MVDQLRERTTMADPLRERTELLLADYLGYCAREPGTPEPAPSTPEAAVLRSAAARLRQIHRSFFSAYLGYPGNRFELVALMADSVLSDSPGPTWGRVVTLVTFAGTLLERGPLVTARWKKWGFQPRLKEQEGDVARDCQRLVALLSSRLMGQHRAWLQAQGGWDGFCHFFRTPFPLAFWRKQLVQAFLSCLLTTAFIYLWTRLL
* marks the source's active call; other numbers are inactive results; ? = inconclusive; . = no result given. Unless noted, no stated cut-off is given here; in the data, active means inhibition above about 40%. Hits appear at their usual frequency, and some 1.8% of all compounds hit somewhere here.

smiles,Mcl-1 Bim block,Bcl-W Bim block,Bim-Bcl-B,Bfl-1 Bim block,GSH fluor,Bim-Bcl-2,RGS4-Gao reg,Mcl1-Bid inh,RGS7-Gao,Bim-Bcl-XL,RGS8-Gao reg
C=CCn1c(CCC(=O)Nc2ccc(C)c(Cl)c2)nnc1SCC(=O)Nc1ccccc1C,-3,-5,-10,-20,13,-9,98,10,100,-5,101
Cc1ccc(C(=O)NCCCc2ccccc2)c(C)c1,0,-2,-2,-2,15,3,101,-32,?,0,101
Cc1cc(C)cc(-n2nnc(C(=O)NCc3ccc(Cl)cc3)c2N)c1,-3,0,-2,-5,30,-1,96,6,95,0,102
CC(=O)NC1=NN(C(C)=O)C2(S1)C(=O)N(C(C)=O)c1ccc(C)cc12 (stereo not drawn),-3,-1,-6,-6,21,-5,102,-23,97,-6,101
COc1ccc(C(=O)Nc2ccc(N3CCN(Cc4ccccc4)CC3)cc2)cc1,-1,0,-3,-4,14,-2,86,-36,104,-2,93
CCc1nc(SCC(=O)Nc2cccc(C(F)(F)F)c2)c2c(=O)n(C)c(=O)n(C)c2n1,5,-1,4,3,18,4,105,34,99,0,107
COCCn1c(SCC(=O)Nc2ccc(C)cc2C)nc2c(oc3ccccc32)c1=O,0,-4,-4,-14,9,-4,105,39,106,-2,102
COc1nc(N(C)C)nc(-n2nnc(C(C)=O)c2C)n1,-8,-4,-9,-12,22,-13,101,-4,101,-11,101
Cc1ccccc1OC1=NS(=O)(=O)c2ccccc21,-1,-1,-1,8,11,-1,100,-20,105,-1,102
Cn1ncc(Cl)c1C(=O)N1CCCc2ccccc21,-2,2,1,5,15,2,108,-35,104,0,112
CCCCc1c(C)nc2ccc(C(=O)OCC)cc2c1Cl,-2,-2,-8,-6,12,-5,101,0,98,-6,99
O=c1[nH]n2cc(-n3cc([N+](=O)[O-])cn3)cnc2c1Br,2,2,0,-1,11,0,100,-29,?,0,100
CC(C)C(NS(=O)(=O)c1ccc2c(c1)oc(=O)n2C)C(=O)N1CCN(c2ccccc2F)CC1 (stereo not drawn),-1,0,-6,-13,22,-9,99,-15,100,-2,99
O=C1Nc2ccccc2C(=O)C1(Cl)Cc1ccccc1 (stereo not drawn),2,2,-44,32,18,6,95,-46,93,-1,79
Cc1nc2nc(C)c(CCC(=O)NC3CCCCC3)c(C)n2n1,-3,-1,-5,-4,10,-7,91,-21,84,-2,93
Cc1cc(Cl)n2nc(C)c(-c3ccc(Cl)cc3)c2n1,-4,-3,-7,-6,14,-6,102,-20,113,0,101
O=C(CC(=O)c1cccc([N+](=O)[O-])c1)Nc1ccccc1Cl,-3,-5,-2,-8,12,-5,99,-41,99,-3,98
CCc1nc(-c2ccc(OC)c(OC)c2)cc2cc(OC)c(OC)cc12,0,0,-2,-12,10,-3,103,-6,112,0,103
Cc1nonc1NC(=O)CSc1nc2cc(Cl)ccc2c2c1CCCC2,0,-1,-1,-5,24,-8,100,4,105,-8,104
O=C(c1ccco1)N1CCN(C/C=C/c2ccccc2)CC1,-1,0,-4,-14,23,-4,102,-7,104,-7,106
COc1ccc(C(=O)C2CCN(C(=S)NCCc3ccccc3)CC2)cc1,4,1,-15,-5,20,-3,101,-36,102,1,100
COC(=O)C1=C(C)NC(=S)NC1c1ccc(-c2cccc(Cl)c2)o1 (stereo not drawn),-9,-4,-19,7,6,0,99,-52,99,-6,98
O=C1c2cnc3ncnn3c2CC2c3ccccc3CCN12 (stereo not drawn),1,7,2,0,13,-4,98,-18,98,1,101
CCN(CC)C(=S)Nc1ccc(OC(F)F)cc1,0,0,-4,-5,19,-2,101,-34,?,-2,99
O=C(O/N=C/C1=C(Cl)c2ccccc2CC1)c1ccc(F)cc1,-4,-1,-10,-13,35,-5,101,-18,98,-8,106
Clc1ccccc1-c1nc(N/N=C/c2cccnc2)c2ccccc2n1,-2,1,-4,-1,9,-2,97,-28,93,-3,94
COc1cc2c(C(=O)NCc3ccccn3)cn(CC(C)C)c(=O)c2cc1OC,1,1,-5,-9,25,-5,106,4,109,-5,109
N#Cc1cn(CC(=O)NCCc2c[nH]c3ccccc23)c2ccccc12,-1,-3,-1,0,23,-1,101,-109,100,0,101
COc1ccc(CNC(=O)Nc2ccc(OC)cc2)cc1,-1,-1,-7,-17,25,-11,103,-24,102,-8,103
COc1ccc(Cc2nnc(NC(=O)Cn3cnc4c3c(=O)n(C)c(=O)n4C)s2)cc1OC,-3,-3,-8,1,24,-3,107,-2,107,-5,106
O=C(Cc1cccs1)NNC(=S)NCc1ccco1,-2,-2,-11,-2,18,-3,100,-44,102,-3,103
Cc1cc(N2C(=O)NC(=O)CC2C)c(C)cc1C(C)C (stereo not drawn),0,3,-1,0,9,1,99,16,101,1,100
NNC(=O)Cn1c(SCc2ccccc2)nc2ccccc21,-1,0,-2,0,14,2,102,-3,109,0,107
COC(=O)COc1ccc(S(=O)(=O)NC2CCCCCC2)cc1,1,0,0,0,10,0,102,-3,101,-1,99
Cc1cccc(C2(c3cccc(C)c3)CC2C(=O)Nc2ccc([N+](=O)[O-])cc2O)c1 (stereo not drawn),-4,-7,-11,-7,13,-5,101,-13,101,-12,101
COc1cc(NC(=O)Cc2cccs2)ccc1-n1cnnn1,1,-1,-7,-10,24,-6,101,-8,96,-4,97
CC(C)CC(=O)N1CCN(Cc2ccc3c(c2)OCO3)CC1,3,3,-3,-7,27,0,101,15,101,0,102
O=C(OC(c1ccc(NS(=O)(=O)c2ccccc2)cc1)(C(F)(F)F)C(F)(F)F)c1ccccc1,3,1,0,1,23,2,100,8,100,2,89
O=C(NCc1cccnc1)c1cc(Sc2cccc(Cl)c2)nc2ccccc12,-3,2,-2,11,8,2,103,4,105,0,112
Cn1c(CN2CCCCC2)nc2cc(NS(=O)(=O)c3ccc(F)cc3)ccc21,0,-3,0,4,12,0,94,-31,96,-3,97
CC(=O)C(C)Oc1ccc2c3c(c(=O)oc2c1C)CCCC3 (stereo not drawn),4,6,5,0,31,2,99,.,100,5,103
COc1cc(C)nc(Oc2ccc(OCCOc3ccc(C)cc3)nn2)n1,-4,-1,-2,-1,12,-3,93,-12,92,0,98
COc1ccc(C2CC(C(F)(F)F)n3nc(C(=O)O)c(Cl)c3N2)cc1OC (stereo not drawn),26,19,20,32,13,24,102,-6,99,31,95
Cc1ccc(/C=N/n2c(-c3ccc(Cl)cc3)n[nH]c2=S)s1,0,-5,1,6,11,2,98,-34,103,0,98
